# Compound activity (PubChem)
# rTrxR1 inhibitor = rat TrxR1 inhibition; O89049; recombinant rTrxR1, NADPH fluorescence consumption, selenite substrate; Potency, µM (top dose mostly 114 µM), for the others: at the top dose activity change, negative = inhibition, hits mostly inhibitors; actives 1% (n = 390,000); AID 588453; note: potency is the fitted concentration of half-maximal effect; % is set by controls: 0 for no effect and ±100 for the full control effect; nearly all actives have a fitted effect of over 65% in size
#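 Rat TrxR1 (90 nM in the dispensed reagent) was pre-reduced with 400 uM NADPH for 5 min at room temperature, then incubated with compound for 15 min. After 400 uM selenite was added, NADPH fluorescence (Ex 340/Em 450 nm) was followed for 8 min.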
# mIDH1 inhibitor = blocks human mutant IDH1 R132H enzyme. O75874. IDH1-R132H enzyme, NADPH consumption, diaphorase/resazurin fluorescence. actives 0.093% (n = 390,000). AID 602179. Potency, µM (highest dose often 76.6 µM), without a hit: top-dose activity change, negative = inhibition, hits mostly inhibitors; note: potency is the fitted concentration of half-maximal effect; % is set by controls: 0 for no effect and ±100 for the full control effect; nearly all actives have a fitted effect of over 65% in size
# Target sequence (O75874 whole entry R132H, stated change not applied): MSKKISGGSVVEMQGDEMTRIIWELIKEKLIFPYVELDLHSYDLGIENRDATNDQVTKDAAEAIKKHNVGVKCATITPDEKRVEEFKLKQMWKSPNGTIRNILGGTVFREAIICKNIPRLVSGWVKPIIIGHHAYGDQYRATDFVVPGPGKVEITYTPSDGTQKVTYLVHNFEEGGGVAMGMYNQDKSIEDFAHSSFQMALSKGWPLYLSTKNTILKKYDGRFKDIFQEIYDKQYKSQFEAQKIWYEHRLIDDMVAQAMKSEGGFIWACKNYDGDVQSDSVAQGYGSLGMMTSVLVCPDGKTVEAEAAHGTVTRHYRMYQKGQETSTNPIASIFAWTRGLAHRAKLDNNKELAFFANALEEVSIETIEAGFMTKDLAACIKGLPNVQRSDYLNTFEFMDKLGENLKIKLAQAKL
#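 IDH1-R132H (0.5 ug/mL dispensed) in pH 7.5 Tris buffer was preincubated 30 min with compound, then given a substrate mix of 0.016 mM NADPH and 2 mM alpha-KG for 80 min at room temperature; remaining NADPH was read by diaphorase/resazurin fluorescence.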
# TrxR1 substrate = substrates of rat thioredoxin reductase 1 | O89049 | AID 588456 | purified TrxR1 substrate turnover, NADPH consumption readout | Potency, µM (top dose mostly 114 µM), for inactives: top-dose activity change, negative = substrate turnover | actives 0.01% (n = 390,000); note: potency is the fitted concentration of half-maximal effect; % is set by controls: 0 for no effect and ±100 for the full control effect; nearly all actives have a fitted effect of over 50% in size
#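 Rat TrxR1, dispensed at 90 nM, was prereduced with 400 uM NADPH (final) for 5 min at ~22 deg C, then incubated with compound 15 min before 400 uM selenite. A first-read NADPH fluorescence drop versus no-compound background flagged substrates.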
# PGK inhibitor = inhibitors of T. brucei phosphoglycerate kinase | P07378 | PGK/GAPDH coupled, Kinase-Glo luminescence, 60 min | Potency, µM (highest dose often 57.5 µM), inactives show at the top dose activity change, negative = inhibition, hits mostly inhibitors | actives 0.043% (n = 380,000); note: potency is the fitted concentration of half-maximal effect; % is set by controls: 0 for no effect and ±100 for the full control effect; nearly all actives have a fitted effect of over 60% in size
#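 Luminescent ATP detection (Kinase-Glo Plus) follows a 60-minute room-temperature incubation, with wells lacking PGK as controls. Buffer: 100 mM TEA (pH 7.6), 5 mM MgCl2, 0.01% Tween-20. Coupling enzyme GAPDH (100 nM final) supplies unstable 1,3-BPG in-well.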
# GLS inh = blocks human kidney-isoform glutaminase activity; O94925; GLS enzymatic activity, qHTS titration; Potency, µM (series often up to 45.5 µM), for inactives: at the highest dose activity change, negative = inhibition, usual class: inhibitors; actives 0.21% (n = 410,000); AID 624170; note: potency is the fitted concentration of half-maximal effect; % is set by controls: 0 for no effect and ±100 for the full control effect
#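 Two-point fluorescence kinetic (t0, 30 min RT) for hKGA; glutamate detected via glutamate oxidase–HRP–Amplex Red. Substrate: 1 mM L-glutamine solution; buffer 45 mM KH2PO4, pH 8.2.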
# PI4K2A block = blocks human PI4K2A kinase activity; Q9BTU6; activity change, negative = inhibition, % at 76.9 µM; actives 0.13% (n = 420,000); purified PI4K2A, ADP-Glo luminescence, 1 h; stronger effect = lower value; in the data active = activity change below about -50%; inconclusive = mostly about -30% to -49%;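 note: -100% = wells without enzyme as full effect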
#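 Compounds are screened against recombinant PI4K2A using PI as substrate and ATP, the latter dispensed at 300 microM. Reactions run one hour at ambient temperature before ADP-Glo detection; full inhibition defined by wells lacking enzyme.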
# HP1b binding inh = HP1-beta chromodomain-methylated histone interaction inhibition. Potency, µM (titrated, usually from 114 µM), for the others: at the highest dose activity change, negative = inhibition, usual class: inhibitors. P83916. AlphaScreen HP1-beta / biotin-H3K9me3 peptide binding. AID 540317. actives 0.56% (n = 390,000); note: potency is the fitted concentration of half-maximal effect; nearly all actives have a fitted effect of over 70% in size; inactives centre near 23
# Target sequence (P83916 whole entry, looked up): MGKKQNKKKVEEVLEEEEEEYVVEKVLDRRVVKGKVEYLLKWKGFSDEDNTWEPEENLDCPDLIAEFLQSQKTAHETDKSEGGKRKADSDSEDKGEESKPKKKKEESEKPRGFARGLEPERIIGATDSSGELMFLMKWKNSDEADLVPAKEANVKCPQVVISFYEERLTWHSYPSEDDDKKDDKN
#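 AlphaScreen: HP1-beta (50 nM) preformed 30 min with biotin-H3(1-18)K9me3 peptide (50 nM) in PBS pH 7.4, 0.01% Tween-20. Compound added for 30 min at RT, then streptavidin donor/nickel chelate acceptor beads (10 ug/mL) for 30 min.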
# Pin1 inhibitor = blocks the human prolyl isomerase Pin1; Q13526; Pin1 FP peptide displacement, HiFluor488, 10 min; Potency, µM (doses to about 115 µM), for the others: at the highest dose activity, negative = inhibition, usual class: inhibitors; actives 0.009% (n = 390,000); AID 504891; active = well fitted inhibition curve with a large enough effect in the polarisation, with a control signal flat, not every such curve was filed as active; inconclusive = small, poorly fitted or top-dose-only effect, or effect the other way, or a change in a side signal; inactive = no such curve, though single readings can be large or run the other way; the % refers to the polarisation; note: potency is the fitted concentration of half-maximal effect; % is set by controls: 0 for no effect and ±100 for the full control effect
# Target sequence (Q13526 whole entry, looked up): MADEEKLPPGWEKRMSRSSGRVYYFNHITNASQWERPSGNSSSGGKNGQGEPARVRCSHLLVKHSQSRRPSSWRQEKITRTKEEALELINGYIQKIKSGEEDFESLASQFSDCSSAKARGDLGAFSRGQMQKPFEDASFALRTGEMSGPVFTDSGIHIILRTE
# USP1-UAF1 inh = blocks the human USP1/UAF1 deubiquitinase complex; actives 0.23% (n = 390,000); Potency, µM (doses to about 57.1 µM), for the others: at the highest dose activity change, negative = inhibition, most hits filed as inhibitors; recombinant USP1/UAF1, Ub-Rhodamine cleavage fluorescence; note: potency is the fitted concentration of half-maximal effect; % is set by controls: 0 for no effect and ±100 for the full control effect; nearly all actives have a fitted effect of over 60% in size; inactives centre near -12
#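 USP1/UAF1 complex at 1 nM was preincubated with compound for 15 min at room temperature, then Ub-Rho substrate (150nM final) was added. Fluorescence (480/540 nm) was read kinetically, 6 reads every 60 seconds.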
# Active calls of the source: *; i = inactive; u = inconclusive; x = no result given; & = joins results of further samples; [ ] = another dose, or the depositor's remark. Unless noted, calls come from the whole dose curve; as a rule, active = well fitted curve in the direction sought with a large enough effect; inconclusive = small, poorly fitted or top-dose-only effect, or another doubt; inactive = no such curve, though single readings can be large; an effect the other way counts as inactive or inconclusive. The list is partial; rates above refer to the full screens.
rTrxR1 inhibitor	mIDH1 inhibitor	TrxR1 substrate	PGK inhibitor	GLS inh	PI4K2A block	HP1b binding inh	Pin1 inhibitor	USP1-UAF1 inh	SMILES
47%[activator]	9%	8%	-9%	2%	-4	9%	52%[activator]	u	CC(C)c1ccccc1NC(=O)COC(=O)c1c2c(nc3ccccc13)CCN(Cc1ccccc1)C2
-10%	2%	-9%	2%	9%	1	u	-1%	1%	COc1ccc(/C=N/NC(=O)CN2CCSCC2)cc1C
2%[57.1 µM]	2%	8%[57.1 µM]	12%	10%	1	30%	-7%	0%	O=C(Cc1nn[nH]n1)NCc1ccccc1Cl
16%[57.1 µM]	1%	9%[57.1 µM]	9%	1%	2	22%	11%	-13%	COc1ccc(CCNC(=O)COc2nncc3ccccc23)cc1
-13%	x	-5%	x	-1%	5	14%	-1%	-17%	Cc1ccc(C(=O)O)cc1NC(=O)c1nsc2ccccc12
0%[57.1 µM]	1%	-3%[57.1 µM]	i	0%	-3	89%[activator]	-1%	-10%	c1ccc(-c2ccc3ccccc3n2)cc1
11%	0%	4%	0%	1%	-5	39%	4%	-16%	CCC(C)(C(=O)NC1CCCCC1)N(Cc1cccs1)C(=O)c1ccc(=O)[nH]c1 (centres undefined)
40%	0%	5%	-1%	1%	4	32%	-6%	-7%	COc1ccc(CCNC(=O)c2cccs2)cc1OC
6%	6%	0%	i	21%	1	33%	4%	-20%	O=C(NCCO)C(=O)NCC(c1ccc2c(c1)OCO2)N1CCN(c2ccc(F)cc2)CC1 (centres undefined)
50µM*	-5%	8%	1%	0%	2	-17%	-15%	-24%	CC(=O)N1CCc2cc(S(=O)(=O)CCC(=O)NCc3ccc(C)o3)ccc21
19%	1%	3%	-3%	1%	10	35%[activator]	6%	-2%	CCn1c(C(O)c2ccccc2)nc2ccccc21 (centres undefined)
9%	0%	5%	-3%	0%	5	24%	-2%	-9%	Cn1c(=O)cc(SCC(=O)NCc2ccc(F)cc2)c2ccccc21
-4%	3%	1%	-5%	-3%	3	24%	2%	-2%	CCOC(=O)C1CCN(C(=O)c2ccc(Cl)c(S(=O)(=O)N3CCCC3)c2)CC1
14%	8%	0%	-7%	-5%	6	46%	2%	-23%	C=Cc1ccc(Cn2c(C(=O)O)c(CNCc3cc(OC)ccc3OC)c3ccc(C)cc32)cc1
-3%	-7%	-5%	-7%	x	-3	40%[activator]	7%	-20%	COC(=O)CSc1nc(-c2ccccc2)nc2ccc(F)cc12
18%	2%	10%	-5%	10%	-4	24%	5%	-18%	CCOC(=O)C(NCc1ccco1)(NC(=O)c1ccccc1)C(F)(F)F (centres undefined)
8%	1%	-4%	-10%	0%	-4	27%	-8%	-5%	COCCn1c(N)c(N(Cc2ccccc2)C(=O)C2=COCCO2)c(=O)[nH]c1=O
20%[57.1 µM]	3%	20%[57.1 µM]	-7%	-2%	1	40%[activator]	4%	-13%	O=C(c1ccc(F)cc1)n1ccc(-c2cnc(-c3ccccc3)s2)n1
7%	-1%	-1%	-1%	9%	2	23%	2%	0%	CCOc1ccc2nc(SCC(=O)N(CC(C)C)c3c(N)n(CC(C)C)c(=O)[nH]c3=O)[nH]c2c1
-11%	6%	-12%	-3%	4%	-2	7%	6%	3%	CC(C)CNC(=O)COC(=O)c1ccccc1OCC(=O)Nc1ccc(Br)cc1
11%[57.1 µM]	0%	-1%[57.1 µM]	i	-1%	4	23%	18%	-2%	O=C(Nc1ccccc1C(=O)NC(Cc1ccccc1)C(=O)NC1CCCCC1)c1ccccc1 (centres undefined)
21%	6%	5%	i	2%	4	36%	-1%	-11%	O=C1NCCN1C(=O)c1ccccc1F
-1%[57.1 µM]	7%	-5%[57.1 µM]	-8%	8%	-6	-10%	1%	-7%	CN(C)C(=O)CCN1CCOCC1
8%	1%	-2%	9%[11.5 µM]	-5%	2	38%	-3%	u	CCn1nc(NC(=O)c2ccncc2)c2cc3cccc(C)c3nc21
71%[activator]	0%	35%	6%	4%	4	41%[activator]	23%	-24%	O=C(CCS(=O)(=O)c1nc(-c2ccc3c(c2)OCO3)cc(C(F)(F)F)n1)Nc1ccc(Br)cc1

# 5 entries picked at random from the list so far:
rTrxR1 inhibitor	mIDH1 inhibitor	TrxR1 substrate	PGK inhibitor	GLS inh	PI4K2A block	HP1b binding inh	Pin1 inhibitor	USP1-UAF1 inh	SMILES
21%	6%	5%	i	2%	4	36%	-1%	-11%	O=C1NCCN1C(=O)c1ccccc1F
6%	6%	0%	i	21%	1	33%	4%	-20%	O=C(NCCO)C(=O)NCC(c1ccc2c(c1)OCO2)N1CCN(c2ccc(F)cc2)CC1 (centres undefined)
47%[activator]	9%	8%	-9%	2%	-4	9%	52%[activator]	u	CC(C)c1ccccc1NC(=O)COC(=O)c1c2c(nc3ccccc13)CCN(Cc1ccccc1)C2
19%	1%	3%	-3%	1%	10	35%[activator]	6%	-2%	CCn1c(C(O)c2ccccc2)nc2ccccc21 (centres undefined)
11%	0%	4%	0%	1%	-5	39%	4%	-16%	CCC(C)(C(=O)NC1CCCCC1)N(Cc1cccs1)C(=O)c1ccc(=O)[nH]c1 (centres undefined)

# Other compounds follow:
rTrxR1 inhibitor	mIDH1 inhibitor	TrxR1 substrate	PGK inhibitor	GLS inh	PI4K2A block	HP1b binding inh	Pin1 inhibitor	USP1-UAF1 inh	SMILES
-1%	-5%	50%[activator]	-18%	-21%	-7	-17%	1%	-15%	COc1cc2c(cc1NC(=S)Nc1cccc(C)c1)oc1ccccc12
23%	3%	9%	i	5%	-2	-2%	-4%	-16%	O=C(CN(C(=O)c1csnn1)c1ccccc1Cl)NC1CCCC1
3%	16%	-2%	i	8%	-3	26%	-1%	4%	COC(=O)c1ccc(NC(=O)CSc2ccc(-c3cccs3)nn2)cc1
-40%	6%	-5%[57.1 µM]	-8%	-22%	24	14%	2%	-6%	O=S(=O)(NC1=NCCC1)c1cccc(NC(=S)NCCc2ccccc2)c1
16%	26%	7%	-6%	6%	2	-10%	-4%	-15%	CCCn1c(=O)c2ccccc2n2c(SC(C)C(N)=O)nnc12 (centres undefined)
3%	7%	3%	1%	4%	4	18%	11%	-15%	O=C(CCC(=O)N1CCN(c2ccc(F)cc2)CC1)c1ccc(Cl)cc1
12%&-11%	0%&-12%	0%&-5%	-4%&-1%	-13%&-1%	8&-2	35%&57%	-1%&0%	-24%&-11%	CCOCCCNC(=O)CN1C(=O)COc2ccc(S(=O)(=O)N3CCOCC3)cc21
x	-2%	x	6%	-6%	0	x	x	-16%	COc1cc(C(=O)NC2CC(C)CC(C)(C)C2)cc(OC)c1OC (centres undefined)
-13%	-20%	-1%	-2%	-1%	5	-4%	12%	0%	CC/C=C\[C@H](O)[C@H](O)C1=C(C)C(=O)[C@]2(O1)C(=O)N[C@@](OC)(C(=O)c1ccccc1)C2O (some centres undefined)
11%	-5%	-1%	-1%	-9%	-5	36%	-13%	-13%	COc1cc(NC(=O)CSc2nnnn2C2CCCC2)cc(OC)c1
-4%	4%	-2%	i	x	1	22%	-4%	-17%	CCn1c(SCc2nc3ccccc3c(=O)[nH]2)nnc1-c1ccncc1
-26%	-7%	-1%	4%	-7%	1	33%	20%	-25%	COc1ccc(S(=O)(=O)N2CCCCCC2)cc1NC(=O)CN1C(=O)NC(C)(c2ccccc2)C1=O (centres undefined)
9%	0%	-5%	-6%	15%	-3	21%	0%	-19%	CCN(CC)c1nc(N2CCN(CCO)CC2)nc2ccccc12
15%	3%	2%[57.1 µM]	x	1%	10	28%	-2%	-2%	CCOc1ccc2nc(C(C)O)[nH]c2c1 (centres undefined)
-1%	x	-1%	x	4%	2	56%	33%[activator]	38%[activator]	COc1cccc(CNC(=O)CNS(=O)(=O)c2ccc3nc(C)sc3c2)c1
-3%[57.1 µM]	0%	-5%[57.1 µM]	3%	-1%	1	49%[activator]	3%	-12%	Cn1c(COc2ccccc2)nnc1SCC(=O)Nc1ccc(N2CCOCC2)cc1
30%	1%	1%	-2%	1%	3	24%	0%	-2%	O=C(Nc1ccc(F)cc1F)c1cc2ccccc2oc1=O
-10%	10%	2%	3%	6%	2	21%	8%	-5%	COC(=O)c1ccc2nc(NC(=O)CCS(=O)(=O)c3ccccc3)sc2c1
5%&0%	5%	-3%&-7%	3%	0%	-8	119%[activator]	1%	-10%	COc1cccc(Cn2cc(-c3cccc(C(F)(F)F)c3)nn2)c1
26%	4%	4%	-4%	8%	0	13%[57 µM]	-3%	-12%	Cc1cccc(OCC(=O)Nc2ccc3c(c2)nc(CCN2CCCCC2)n3C)c1
9%[57.1 µM]	-6%	2%[57.1 µM]	-3%	-3%	3	-2%	5%	2%	COc1ccc(C(=O)Nc2ccc3nc(C)sc3c2)cc1OC
43%[activator]	-1%	48%[activator]	-2%	9%	-1	50%[activator]	-2%	-25%	COc1ccc(S(=O)(=O)Nc2nc3ccccc3nc2NCc2ccc3c(c2)OCO3)cc1
3%	9%	12%	i	5%	-1	33%	-12%	-3%	COc1ccc(C2C3=C(CC(C)(C)CC3=O)Nc3c2c(=O)[nH]c2nc(C)nn32)cc1 (centres undefined)
23%[57.1 µM]	7%	60%[activator][57.1 µM]	-2%	-4%	1	48%[activator]	3%	-10%	CCOc1c2ccc(C(=O)NCc3ccc(OC)cc3)cc2nn1CCOC
